Screening results: PubChem, The Scripps Research Institute Molecular Screening Center
LEDGF integ inh – blocks HIV-1 LEDGF/p75-dependent DNA integration; actives 0.64% (n = 370,000); TR-FRET IN-LEDGF/p75 DNA integration, Eu/Cy5; inhibition, % at 3.7 µM;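 active means inhibition above the screen-wide mean plus 3 SD, cut at about 13% in these data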;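 further: signal is the Cy5 over europium emission ratio at 671 and 618 nm; 0% = plate median of compound wells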
ADAM17 inh – inhibits human ADAM17; AID 720648; actives 0.83% (n = 370,000); inhibition, % at 6.95 µM; recombinant ADAM17, EDANS/DABCYL FRET peptide cleavage; P78536;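 active means inhibition above the mean of compounds lying between control limits plus 3 SD, set per campaign, cut at about 8.5% in these data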;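 further: 0% = DMSO-only wells as the low control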
Tn6 DDE FP – DD(E)-Tn6 binding inhibition, primary FP screen; Fibrin DD(E) TRITC-Tn6 fluorescence polarization displacement; AID 720509; inhibition, % at 8.3 µM; actives 0.21% (n = 370,000); P02675;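 active means inhibition above a per-campaign cutoff: mean of compounds within control limits plus 3 SD, cut at about 15% in these data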;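 further: 0% = median of all compound wells on the plate and 100% = blocking peptide control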
ARFGAP1 inhibitor – inhibitors of rat ARFGAP1. Q62848. Arfgap1-stimulated ARF1 GTP hydrolysis, GDP FP detection. inhibition, % at 16.5 µM. actives 0.26% (n = 360,000);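 active means inhibition above a per-plate limit, mean inhibition of low control wells plus 3 SD, cut at about 25% in these data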;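 further: 0% = DMSO wells with enzyme and 100% = wells lacking Arfgap1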
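material = rat Arfgap1 catalytic domain, aa 1-136 | also added = human ARF1(Δ1-17)-GTP substrate | compound dosing = one concentration, 16.5 µM, DMSO 1.26% | times = GTP hydrolysis reaction 2 h at 25 °C | measured by = FP, GDP Alexa 633 tracer displaced from anti-GDP antibody, 620/688 nm | evaluation = percent inhibition of Arfgap1-stimulated GTP hydrolysis | replication = single well per compound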
ADAM10 inh – ADAM10 inhibition, QFRET primary screen; O14672; recombinant ADAM10, EDANS/DABCYL FRET peptide cleavage, 3 h; inhibition, % at 7 µM; actives 0.62% (n = 370,000); AID 720582;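 active means inhibition above a per-campaign cutoff equal to the mean of compounds falling between control-based bounds plus 3 SD, cut at about 20% in these data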;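 further: 0% = DMSO wells while the 100% control is not disclosed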
ASAP1 inh – blocks human ASAP1-stimulated Arf1 GTP hydrolysis; GDP FP detection; AID 624377; inhibition, % at 16.5 µM; actives 0.19% (n = 360,000); Q9ULH1; in the data active means inhibition above about 25%;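 further: 0% = vehicle with enzyme and substrate and 100% = no enzyme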
PLCg1 inh – inhibitors of human phospholipase C gamma1; purified PLC-gamma1, fluorogenic substrate, fluorescence; P19174; actives 0.84% (n = 370,000); inhibition, % at 12.2 µM; AID 720700; in the data active means inhibition above about 9.5%
Target sequence (P19174 whole entry, looked up): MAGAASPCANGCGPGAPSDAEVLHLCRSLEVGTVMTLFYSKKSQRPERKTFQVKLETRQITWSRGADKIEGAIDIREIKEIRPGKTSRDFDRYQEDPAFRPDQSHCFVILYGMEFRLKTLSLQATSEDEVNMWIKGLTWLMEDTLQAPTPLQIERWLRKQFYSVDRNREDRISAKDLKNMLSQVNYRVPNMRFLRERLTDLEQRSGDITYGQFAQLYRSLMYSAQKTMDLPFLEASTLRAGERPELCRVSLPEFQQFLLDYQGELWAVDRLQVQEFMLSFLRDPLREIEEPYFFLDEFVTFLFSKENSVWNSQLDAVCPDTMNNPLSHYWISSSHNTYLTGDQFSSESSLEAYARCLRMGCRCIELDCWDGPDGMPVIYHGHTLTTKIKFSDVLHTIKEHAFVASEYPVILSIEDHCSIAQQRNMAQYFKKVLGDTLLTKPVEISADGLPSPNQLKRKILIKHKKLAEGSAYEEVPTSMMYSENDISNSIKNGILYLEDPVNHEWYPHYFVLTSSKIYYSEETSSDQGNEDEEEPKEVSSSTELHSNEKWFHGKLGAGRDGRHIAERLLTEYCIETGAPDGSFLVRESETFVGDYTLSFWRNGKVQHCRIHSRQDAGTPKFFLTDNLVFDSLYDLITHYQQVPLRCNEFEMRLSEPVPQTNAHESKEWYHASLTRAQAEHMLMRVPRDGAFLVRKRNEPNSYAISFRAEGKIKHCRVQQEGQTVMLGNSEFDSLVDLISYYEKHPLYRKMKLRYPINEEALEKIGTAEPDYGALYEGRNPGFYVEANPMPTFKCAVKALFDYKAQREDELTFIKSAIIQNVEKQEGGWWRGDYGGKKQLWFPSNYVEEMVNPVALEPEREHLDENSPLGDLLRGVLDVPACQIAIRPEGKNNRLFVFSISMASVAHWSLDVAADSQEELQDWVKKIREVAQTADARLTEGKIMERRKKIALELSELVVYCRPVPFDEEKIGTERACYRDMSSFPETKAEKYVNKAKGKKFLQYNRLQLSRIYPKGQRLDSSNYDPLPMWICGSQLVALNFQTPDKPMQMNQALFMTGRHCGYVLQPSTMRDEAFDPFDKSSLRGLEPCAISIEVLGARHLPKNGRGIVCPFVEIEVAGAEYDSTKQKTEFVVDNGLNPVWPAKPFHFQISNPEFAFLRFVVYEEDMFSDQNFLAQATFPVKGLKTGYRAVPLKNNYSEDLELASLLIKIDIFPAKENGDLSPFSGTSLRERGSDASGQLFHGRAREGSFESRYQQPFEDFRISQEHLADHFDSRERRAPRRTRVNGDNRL
TDP2 absorb – blocks human TDP2 phosphodiesterase activity | O95551 | recombinant TDP2, T5PNP hydrolysis, p-nitrophenol absorbance 415 nm | inhibition, % at 12.8 µM | AID 720702 | actives 0.34% (n = 370,000);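 active means inhibition above the mean of all tested compounds plus 3 SD, set per campaign, cut at about 25% in these data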;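 further: 0% = DMSO with enzyme and 100% = buffer with substrate but no TDP2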
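Material: recombinant human TDP2; quantity: TDP2 enzyme at 120 nM final; medium: Tris-HCl pH 7.5 with MgCl2; compound: single concentration, 12.8 µM nominal, with 1% DMSO; incubation: 2 h enzyme incubation at 37 °C; signal: epi absorbance; measure: percent inhibition; benchmarks: high control without enzyme, low control DMSO plus TDP2; repeats: singlicate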
Tn7 DDE FP – inhibitors of Tn7 peptide binding to human fibrin DD(E); inhibition, % at 8.3 µM; actives 0.13% (n = 370,000); FP displacement of FITC-Tn7 peptide from fibrin DD(E); 0% = median of compound wells per plate; P02675;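 active means inhibition above the mean of compounds falling within the control limits plus 3 SD of them, cut at about 14% in these data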;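 further: 0% = plate median of compound wells and 100% = 10 µM Aha-Tn7 peptide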
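Test system: human clot-derived fibrin DD(E) complex / Quantity: 2 µM final DD(E) protein / Incubation: 10 min plus 3 h, room temperature / Measured by: fluorescence polarization / Benchmarks: high control of 10 µM Aha-Tn7 peptide / Replicates: singlicate testing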
KLK7 zymogen act – activators of human kallikrein-7 zymogen; P49862; purified proKLK7, EDANS-DABCYL substrate fluorescence; 100% is mature enzyme control, 0% vehicle; activation, % at 7 µM; actives 0.9% (n = 370,000); AID 652039;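 active means activation above the mean of all tested compounds plus 3 SD, computed per campaign excluding outliers beyond control limits, cut at about 13% in these data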
* marks the source's active call; other numbers are inactive results; i = inactive. An unsorted share of the library; overall some 4.2% were active at least once.

Start of the data: the first six entries, ahead of the listing:
1	CC1CN(C(=O)/C=C/c2ccc3c(c2)OCO3)CC(C)O1 (stereo not drawn)
2	CC1CCN(C(=O)CSc2nncn2C)CC1
3	COC(=O)CSc1ccc2c(N)c(C(=O)OC)sc2c1
4	COc1cc(NC(=S)N2CCc3ccccc3C2)cc(OC)c1
5	CC(C)C(=O)Nc1nc(-c2ccc(S(=O)(=O)N3CCOCC3)cc2)cs1
6	Cc1ccc(SCC(=O)N2CCC(C(N)=O)CC2)cc1

screen / no.,1,2,3,4,5,6
LEDGF integ inh,-4,1,-4,2,1,-4
ADAM17 inh,-56,-2,-48,-1,-12,-2
Tn6 DDE FP,-1,1,2,-2,-5,-1
ARFGAP1 inhibitor,-8,-8,0,3,-8,-4
ADAM10 inh,-152,3,-184,-8,-34,-3
ASAP1 inh,-2,-7,10,6,-5,-22
PLCg1 inh,-39,1,-51,-6,-15,-3
TDP2 absorb,2,-1,-3,-5,3,-5
Tn7 DDE FP,-1,2,6,-4,2,3
KLK7 zymogen act,2.6,-0.3,45*,0.1,0.3,-0.4

All compounds of this part (from the top)
1	CC1CN(C(=O)/C=C/c2ccc3c(c2)OCO3)CC(C)O1 (stereo not drawn)
2	CC1CCN(C(=O)CSc2nncn2C)CC1
3	COC(=O)CSc1ccc2c(N)c(C(=O)OC)sc2c1
4	COc1cc(NC(=S)N2CCc3ccccc3C2)cc(OC)c1
5	CC(C)C(=O)Nc1nc(-c2ccc(S(=O)(=O)N3CCOCC3)cc2)cs1
6	Cc1ccc(SCC(=O)N2CCC(C(N)=O)CC2)cc1
7	COc1ccc(NC(=O)C2(S(=O)(=O)c3ccc(C)cc3)CC2)cc1OC
8	Nc1nonc1-c1nc2ccccc2n1Cc1ccc(Cl)cc1

screen / no.,1,2,3,4,5,6,7,8
LEDGF integ inh,-4,1,-4,2,1,-4,3,-2
ADAM17 inh,-56,-2,-48,-1,-12,-2,1,-3
Tn6 DDE FP,-1,1,2,-2,-5,-1,6,-4
ARFGAP1 inhibitor,-8,-8,0,3,-8,-4,-18,25*
ADAM10 inh,-152,3,-184,-8,-34,-3,5,-2
ASAP1 inh,-2,-7,10,6,-5,-22,-26,8
PLCg1 inh,-39,1,-51,-6,-15,-3,3,11*
TDP2 absorb,2,-1,-3,-5,3,-5,-11,-12
Tn7 DDE FP,-1,2,6,-4,2,3,-1,-5
KLK7 zymogen act,2.6,-0.3,45*,0.1,0.3,-0.4,0.0,-0.2

9	Cn1c2ccccc2c2cc(/C=C(\NC(=O)c3ccccc3)C(=O)O)ccc21
10	COc1ccc(C(=O)Nc2nnc(S(=O)(=O)N3CCC(C)CC3)s2)cc1OC
11	CCc1ccc(N2CN(Cc3ccco3)CNC2=S)cc1
12	O=C(c1ccc(CSc2nc3ccncc3[nH]2)cc1)N1CCN(c2cccc(Cl)c2)CC1
13	CC(C)CC(=O)Nc1ccc(C(=O)Cn2nc(C(=O)O)c3ccccc3c2=O)cc1
14	Cc1cc(C)n(Cc2ccc(Cl)nc2)n1
15	CNc1oc(-c2cccs2)nc1C#N
16	O=c1c2sc(-c3ccccc3)cc2nc2n1CCCCC2

screen / no.,9,10,11,12,13,14,15,16
LEDGF integ inh,1,-3,-1,5,1,-4,0,2
ADAM17 inh,-9,-3,-5,9.1*,-3,-5,i,0
Tn6 DDE FP,-5,-12,0,-3,-1,-3,0,-4
ARFGAP1 inhibitor,2,7,7,7,-5,-1,16,-2
ADAM10 inh,-17,-8,-5,15,-11,-3,i,1
ASAP1 inh,11,-6,3,8,5,-5,2,-6
PLCg1 inh,-53,-11,0,16*,5,-1,i,3
TDP2 absorb,-2,10,1,-18,3,17,4,-3
Tn7 DDE FP,1,-3,7,-4,-6,0,1,6
KLK7 zymogen act,0.2,0.2,0.5,0.1,-0.3,0.9,-19,-0.1

17	COCc1cc(C)nc(OCC(=O)N/N=C/c2ccc(-c3cc([N+](=O)[O-])ccc3Cl)o2)c1C#N
18	COc1ccccc1CN1CCNC(=O)C1CC(=O)N(C)Cc1cnccn1 (stereo not drawn)
19	Cc1ccccc1-c1ccc(C(=O)NCc2ccccc2)o1
20	COc1cccc(NC(=O)C(C)N2C(=O)c3ccccc3S2(=O)=O)c1 (stereo not drawn)
21	CCOc1ccc(CCNC(=O)CCNS(=O)(=O)c2ccc(Br)cc2)cc1OCC
22	CCc1cc(C(=O)N2CCCC(N3CCN(c4cccc(C(F)(F)F)c4)CC3)C2)n(C)n1 (stereo not drawn)
23	COCCNC(=O)CN1CCN(Cc2cccc(Cl)c2)C1=O
24	CC(=O)Nc1ccc(S(=O)(=O)N2CCCN(S(=O)(=O)c3ccc(C)cc3)CC2)cc1

screen / no.,17,18,19,20,21,22,23,24
LEDGF integ inh,-3,-5,1,2,-2,-1,1,-7
ADAM17 inh,-4,-4,-2,-2,-5,-4,1,1
Tn6 DDE FP,-7,-7,4,2,-8,1,3,1
ARFGAP1 inhibitor,-4,-4,8,-20,-1,3,1,-5
ADAM10 inh,2,-8,-12,-7,-1,2,-6,-3
ASAP1 inh,-5,-6,2,7,12,-9,-1,9
PLCg1 inh,0,-3,-2,1,3,1,2,-2
TDP2 absorb,2,3,-2,-7,-9,10,-6,-2
Tn7 DDE FP,1,-5,-6,-2,-8,0,-5,4
KLK7 zymogen act,-0.6,0.9,-0.3,0.1,-0.1,0.2,0.2,0.8

25	Cc1ccccc1C(=O)N[C@H](C(=O)N1CCC[C@H]1C(=O)NCCc1ccccc1Cl)c1ccccc1
26	Cc1c(NC(=O)c2ccc(CC(C)C)o2)c(=O)n(-c2ccccc2)n1C
27	CCCCCCSc1ccc([C@@H]2[C@H]3C(=O)N(CC)C(=O)[C@H]3[C@]3(C(=O)OC)CCCCN23)cc1OC
28	COc1ccc(OC)c(S(=O)(=O)NCc2cn3cccc(C)c3n2)c1
29	Cc1nn2c(N)c(-c3ccccc3)cnc2c1-c1ccc(Cl)cc1
30	O=C(Nc1ccc(Cl)cn1)C1C(c2ccccc2)C1(Cl)Cl (stereo not drawn)
31	CC(=O)Nc1ccccc1C(=O)C(=O)Nc1ccc(C)c(F)c1
32	O=C(NC(=S)NCCc1ccccc1)c1ccccc1F

screen / no.,25,26,27,28,29,30,31,32
LEDGF integ inh,-2,2,-2,-2,2,-4,0,0
ADAM17 inh,-5,-1,-5,1,-34,3,-2,10*
Tn6 DDE FP,9,-3,-5,7,-3,-3,-1,-3
ARFGAP1 inhibitor,-5,-1,-3,8,2,4,0,8
ADAM10 inh,-7,6,-3,4,-77,17,-1,13
ASAP1 inh,-7,3,-5,2,-6,-4,-4,2
PLCg1 inh,-1,0,0,3,-165,3,0,8
TDP2 absorb,11,19,-6,-11,-1,-5,-6,-16
Tn7 DDE FP,8,0,-10,-6,-7,-2,-6,7
KLK7 zymogen act,0.7,-0.3,0.3,0.2,0.2,-0.6,0.1,0.8

33	O=C(NC(NC1CCS(=O)(=O)C1)C(Cl)(Cl)Cl)c1ccc(Br)cc1 (stereo not drawn)
34	Cc1ccc(S(=O)(=O)Nc2cccc(-c3ccc4nncn4n3)c2)cc1
35	COCCCNCC(=O)c1c(N)n(Cc2ccccc2)c(=O)n(C)c1=O
36	Cn1nc(-c2ccccc2)cc1NC(=O)c1ccccc1
37	COc1ccc(CC(=O)n2nc(-c3ccccc3)nc2NCc2ccco2)cc1
38	Cc1cccc(NC(=O)CN(C)S(=O)(=O)c2cnc[nH]2)c1C
39	Cn1c(=O)n(C)c2cc(NC(=O)COc3ccccc3)ccc21
40	Cc1ccc(NC2CCCN(C(=O)c3ccoc3)C2)cc1C (stereo not drawn)

screen / no.,33,34,35,36,37,38,39,40
LEDGF integ inh,1,3,3,-4,1,-2,-4,1
ADAM17 inh,-2,0,0,0,-2,-3,-3,-4
Tn6 DDE FP,6,-3,0,4,-7,3,-1,10
ARFGAP1 inhibitor,-11,-5,4,-7,10,-4,-7,11
ADAM10 inh,1,0,5,2,-2,-4,0,2
ASAP1 inh,-6,17,0,7,-15,2,12,-6
PLCg1 inh,1,2,4,1,-4,2,-3,1
TDP2 absorb,4,14,14,-7,-9,8,2,12
Tn7 DDE FP,-1,-4,0,2,6,-3,1,-1
KLK7 zymogen act,0.2,0.6,-0.3,-0.5,0.7,-0.2,0.1,-0.2

41	C/C=C/COC(=O)c1[nH]c2c(c1C)C(=O)CC(c1ccco1)C2 (stereo not drawn)
42	CCOC(=O)C1CCN(C(=O)CNC(=O)Cn2c(C)cc3ccccc3c2=O)CC1
43	CCCN1CCN(C(=O)c2ccc(CS(=O)c3ccc(Cl)cc3)o2)CC1 (stereo not drawn)
44	Nc1ccc(Nc2nc(-c3cccs3)cs2)cc1
45	CC(=O)OCc1cc(=O)n(C)c(=O)n1C
46	O=C1c2cc(N3CCCC3)c([N+](=O)[O-])cc2C(=O)N1c1ccccc1
47	COc1ccc(NC(=O)C2CC(=O)OC23CCOC(C)(C)C3)cc1 (stereo not drawn)
48	Cn1cccc1/C=C1\SC(=S)N(NC(=O)c2ccc(Cl)cc2)C1=O

screen / no.,41,42,43,44,45,46,47,48
LEDGF integ inh,18*,0,0,6,-1,0,4,-4
ADAM17 inh,-5,-11,-5,2,-2,-2,3,2
Tn6 DDE FP,-2,-8,5,8,12,8,-3,0
ARFGAP1 inhibitor,-11,-4,-3,9,4,-2,-4,-1
ADAM10 inh,-6,-42,2,5,-7,-2,10,14
ASAP1 inh,-9,-8,-8,9,11,-6,12,6
PLCg1 inh,-30,-4,0,4,-1,-1,4,-1
TDP2 absorb,5,-5,14,-5,1,9,-9,-6
Tn7 DDE FP,7,5,2,-9,0,-5,-8,1
KLK7 zymogen act,0.8,0.1,0.9,0.6,0.4,-0.5,-0.4,0.3

49	COc1ccc(NC(=O)C2(C)CCN2C(=O)c2ccccc2CCc2ccccc2)cc1OC (stereo not drawn)
50	O=C(CSc1nnnn1C1CCCCC1)NNC(=O)c1ccco1
51	COc1ccc(N2CCN(c3nc4ccccc4n3CC(=O)c3ccccc3)CC2)cc1
52	CCOc1ccc(C(=O)Nc2sc3c(c2C(=O)OC)CC(C)(C)NC3(C)C)cc1

screen / no.,49,50,51,52
LEDGF integ inh,-1,1,7,-6
ADAM17 inh,3,-3,-1,-8
Tn6 DDE FP,-4,1,3,-3
ARFGAP1 inhibitor,3,2,3,-7
ADAM10 inh,8,-2,-1,-35
ASAP1 inh,7,6,4,8
PLCg1 inh,3,0,4,-125
TDP2 absorb,3,10,13,0
Tn7 DDE FP,4,4,7,4
KLK7 zymogen act,0.9,-0.1,1.2,-107
